Screens as filed in PubChem.
mIDH1 inhibitor – blocks human mutant IDH1 R132H enzyme. IDH1-R132H enzyme, NADPH consumption, diaphorase/resazurin fluorescence. AID 602179. O75874. Potency, µM (titrated, usually from 76.6 µM), for inactives: at the highest dose activity change, negative = inhibition, usual class: inhibitors. 390,000 tested, 0.093% active; note: potency is the fitted concentration of half-maximal effect; % is set by controls: 0 for no effect and ±100 for the full control effect; nearly all actives have a fitted effect of over 65% in size
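IDH1-R132H (0.5 ug/mL dispensed) in pH 7.5 Tris buffer was preincubated 30 min with compound, then given a substrate mix of 0.016 mM NADPH and 2 mM alpha-KG for 80 min at room temperature; remaining NADPH was read by diaphorase/resazurin fluorescence.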
D2 antagonist – antagonizes the human D2 dopamine receptor; P14416; HEK293 TREx D2 cells, calcium flux, dopamine EC80; inhibition, % at 10 µM; 340,000 tested, 2% active; AID 485344; in the data active = inhibition above about 30%; note: 0% is about no effect
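Calcium flux kinetic readout in an inducible HEK293 TREx D2 line plated overnight at 30 C. After 180 s compound exposure, an EC80 dopamine challenge follows with another 180 s kinetic read to detect antagonism.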
TRHR agonist – agonists of human TRH receptor; P34981; TRHR cells, calcium flux fluo-8, FDSS agonist mode; activation, % at 2 µM; 360,000 tested, 0.18% active; AID 493084; in the data active = activation above about 30%; note: 0% is about no effect
Target sequence (P34981 whole entry, looked up): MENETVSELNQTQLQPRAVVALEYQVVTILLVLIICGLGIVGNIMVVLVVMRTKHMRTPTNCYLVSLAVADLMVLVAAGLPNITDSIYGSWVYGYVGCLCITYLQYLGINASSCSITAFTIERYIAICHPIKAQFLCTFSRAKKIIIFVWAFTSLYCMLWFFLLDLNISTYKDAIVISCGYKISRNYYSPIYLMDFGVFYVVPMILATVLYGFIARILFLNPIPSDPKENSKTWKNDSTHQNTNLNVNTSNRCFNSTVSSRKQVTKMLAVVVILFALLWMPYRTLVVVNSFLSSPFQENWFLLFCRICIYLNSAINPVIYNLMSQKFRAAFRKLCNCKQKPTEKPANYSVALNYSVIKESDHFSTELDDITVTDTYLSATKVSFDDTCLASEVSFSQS
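TRHR-expressing cells loaded with fluo-8 calcium dye; 23 nL library compound pin-transferred, kinetic FDSS fluorescence (Ex 480/Em 530) recorded about 180 s for agonist-induced calcium release, before a 10 nM TRH EC20 addition for potentiator mode.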
TRHR enhancer – TRH receptor (human) allosteric enhancement. P34981. TRHR cells, fluo-8 calcium fluorescence, EC20 TRH enhancement. enhancement, % at 2 µM. 360,000 tested, 0.66% active; in the data active = enhancement above about 30%; note: 0% is about no effect
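Enhancer read-out: after compound pinning and an initial kinetic agonist-mode read, an EC20 of TRH (10 nM final) was injected and fluo-8 calcium signal (Ex 480/Em 530) followed at 1 s/cycle for 100 cycles in TRHR-expressing cells.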
TrxR1 inh – blocks rat thioredoxin reductase 1. recombinant rTrxR1, NADPH fluorescence consumption, selenite substrate. Potency, µM (doses to about 114 µM), for the others: at the top dose activity change, negative = inhibition, most hits filed as inhibitors. 390,000 tested, 1% active. AID 588453; note: potency is the fitted concentration of half-maximal effect; % is set by controls: 0 for no effect and ±100 for the full control effect; nearly all actives have a fitted effect of over 65% in size
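Rat TrxR1 (90 nM in the dispensed reagent) was pre-reduced with 400 uM NADPH for 5 min at room temperature, then incubated with compound for 15 min. After 400 uM selenite was added, NADPH fluorescence (Ex 340/Em 450 nm) was followed for 8 min.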
D2 agonist – agonists of human D2 dopamine receptor; 340,000 tested, 0.53% active; HEK293 T-REx D2 cells, calcium flux agonist mode; P14416; activation, % at 2 µM;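 active = activation over 3 SD above normal in the single-dose calcium agonist read, cut at about 30% in these data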; note: 0% is about no effect
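Calcium-flux readout, 1 cycle/sec over 180 s following compound pin transfer, in inducible HEK293 Trex D2 cells (force-coupled); dopamine controls included. Positive calcium responses during this window marked compounds as potential agonists.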
TrxR1 substrate – is turned over as a substrate by rat TrxR1 | purified TrxR1 substrate turnover, NADPH consumption readout | Potency, µM (top dose mostly 114 µM), without a hit: top-dose activity change, negative = substrate turnover | 390,000 tested, 0.01% active | AID 588456; note: potency is the fitted concentration of half-maximal effect; % is set by controls: 0 for no effect and ±100 for the full control effect; nearly all actives have a fitted effect of over 50% in size
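Rat TrxR1, dispensed at 90 nM, was prereduced with 400 uM NADPH (final) for 5 min at ~22 deg C, then incubated with compound 15 min before 400 uM selenite. A first-read NADPH fluorescence drop versus no-compound background flagged substrates.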
PI4K2A block – blocks human PI4K2A kinase activity | Q9BTU6 | 420,000 tested, 0.13% active | activity change, negative = inhibition, % at 76.9 µM | purified PI4K2A, ADP-Glo luminescence, 1 h; stronger effect = lower value; in the data active = activity change below about -50%; inconclusive = mostly about -30% to -49%;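 note: -100% = wells without enzyme as full effect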
Target sequence (Q9BTU6 whole entry, looked up): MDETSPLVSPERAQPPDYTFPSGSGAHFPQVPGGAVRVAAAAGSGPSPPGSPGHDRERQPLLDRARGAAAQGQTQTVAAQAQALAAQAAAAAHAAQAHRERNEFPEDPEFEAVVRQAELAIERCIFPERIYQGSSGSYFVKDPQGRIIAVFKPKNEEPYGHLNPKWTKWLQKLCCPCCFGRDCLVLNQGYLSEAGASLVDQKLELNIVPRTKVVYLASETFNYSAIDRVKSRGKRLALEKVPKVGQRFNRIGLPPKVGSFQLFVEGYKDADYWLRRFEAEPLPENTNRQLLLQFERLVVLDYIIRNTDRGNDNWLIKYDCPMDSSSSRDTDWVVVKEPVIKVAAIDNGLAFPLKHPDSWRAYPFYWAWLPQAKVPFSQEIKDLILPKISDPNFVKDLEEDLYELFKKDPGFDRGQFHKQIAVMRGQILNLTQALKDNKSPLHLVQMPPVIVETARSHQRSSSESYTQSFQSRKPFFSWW
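Compounds are screened against recombinant PI4K2A using PI as substrate and ATP, the latter dispensed at 300 microM. Reactions run one hour at ambient temperature before ADP-Glo detection; full inhibition defined by wells lacking enzyme.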
USP1-UAF1 inh – blocks the human USP1/UAF1 deubiquitinase complex; recombinant USP1/UAF1, Ub-Rhodamine cleavage fluorescence; Potency, µM (series often up to 57.1 µM), for the others: at the highest dose activity change, negative = inhibition, most hits filed as inhibitors; 390,000 tested, 0.23% active; note: potency is the fitted concentration of half-maximal effect; % is set by controls: 0 for no effect and ±100 for the full control effect; nearly all actives have a fitted effect of over 60% in size; inactives centre near -12
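USP1/UAF1 complex at 1 nM was preincubated with compound for 15 min at room temperature, then Ub-Rho substrate (150nM final) was added. Fluorescence (480/540 nm) was read kinetically, 6 reads every 60 seconds.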
Active calls of the source: *; ? = inconclusive; · = not tested or not shown; & = joins results of further samples; [ ] = dose if it differs, or a comment. Unless noted, calls come from the whole dose curve; as a rule, active = well fitted inhibition curve with a large enough effect; inconclusive = small, poorly fitted or top-dose-only effect; inactive = no such curve, though single readings can be large or run the other way. The order is random, and some 3.9% of all compounds hit somewhere here.

SMILES	mIDH1 inhibitor	D2 antagonist	TRHR agonist	TRHR enhancer	TrxR1 inh	D2 agonist	TrxR1 substrate	PI4K2A block	USP1-UAF1 inh
O=C(NCc1ccccc1Cl)C1CCN(c2cnccn2)CC1	-6%	17	0.1	1	9%	1.6	-2%	2	-23%
C[C@@H]1CN([C@H](C)CO)C(=O)Cc2cc(NC(=O)Cn3cnnn3)ccc2O[C@@H]1CN(C)Cc1ccc(Cl)c(Cl)c1	-2%	·	·	·	-13%	·	-11%	3	?
c1ccc2c(-c3cc(C4CCNCC4)[nH]n3)cccc2c1	-5%	0	0.4	-3	-2%[57.1 µM]	1.2	3%[57.1 µM]	0	-7%
C=CCn1c(C2CC2)n[nH]c1=S	-9%	0	0.2	6	-1%	0.6	2%	3	-6%
Cc1ccc(C2(C)NC(=O)N(CC(=O)c3ccc4c(c3)OCCO4)C2=O)cc1 (centres undefined)	-8%	23	0.6	-2	4%	1.0	-7%	0	-4%
O=C1CSc2ccc(S(=O)(=O)NCc3ccc(Cl)cc3)cc2N1	-9%	36*	0.2	-10	21%	0.0	2%	-2	-27%
CCOc1cccc(/C=N/NC(=O)CC2C(=O)NN=C2C)c1O (centres undefined)	7%	·	0.0	-7	11%[57.1 µM]	·	8%[57.1 µM]	4	-9%
COc1ccc(OC)c(NC(=O)CSc2ncc3c(n2)-c2ccccc2N(C)S3(=O)=O)c1	-27%	·	0.1	-3	22%[57.1 µM]	-0.5	5%[57.1 µM]	4	?
O=C(OCC(=O)N1CCN(C(=O)c2ccco2)CC1)c1ccccc1OCc1ccc(Cl)cc1	5%	10	0.1	-10	-12%	-0.9	-10%	1	-16%
O=C(O)c1cc2ccc3ccccc3c2[nH]1	-2%	-17	-0.7	11	2%	-0.1	30%[activator]	0	8%
CC(=O)N(O)CCCCCNC(=O)CCC(=O)N(O)CCCCCNC(=O)CCC(=O)N(O)CCCCCN	3%&-1%	-1	-0.1	19	13%[57.1 µM]	-0.3	11%[57.1 µM]	-1&-4&4	-19%&-9%
c1ccc2c(c1)cnc1ccccc12	3%&8%	1	-1.1	10	12%[57.1 µM]	-0.2	8%[57.1 µM]	3&2	-22%&-19%
Oc1ccc(Cl)cc1CNCc1ccc(Cl)nc1	6%	-19	3.1	3	11%	1.3	8%	0	-29%
COc1ccc(CNC(=O)C(OC(=O)c2nsc(Cl)c2Cl)C(C)C)cc1 (centres undefined)	0%	7	-0.7	-5	-5%	-1.5	-13%	-2	5%
O=C(Nc1nnc(-c2ccccc2Cl)s1)C1CCN(S(=O)(=O)c2ccc(Cl)cc2)CC1	1%	·	0.0	-5	33%[57.1 µM]	·	12%	-4	-19%
O=C(c1cnn2c(C(F)F)cc(-c3ccccc3)nc12)N1CCc2ccccc21	0%	4	7.9	-1	13%	-0.8	-6%	0	-16%
COc1cc(Cl)c(C)cc1NC(=O)CSCc1nc(-c2ccc(OC)c(OC)c2)no1	25%	·	-0.4	-5	7%	-0.9	-7%	0	-18%
O=C1CCCCC1Nc1ccc(Cl)cc1 (centres undefined)	4%	·	·	·	9%[11.4 µM]	·	8%[11.4 µM]	5	-11%
Cn1c(=O)c2c(nc(CN3CCC(C(N)=O)CC3)n2CCCc2ccccc2)n(C)c1=O	3%	5	0.5	3	13%	-0.5	5%	2	-4%
COC(=O)c1cc(NS(=O)(=O)c2ccc(N3CCOCC3)c(N)c2)cc(C(=O)OC)c1	-5%	-20	0.5	9	18%	-1.6	4%	-8	5%
Cc1ccc(-c2noc(C(C)NS(=O)(=O)c3ccc(C)cc3)n2)cc1 (centres undefined)	3%	·	-0.3	-1	15%[57.1 µM]	0.4	6%[57.1 µM]	-3	?
CCOC(=O)N1CCN(c2ccc([N+](=O)[O-])cc2F)CC1C (centres undefined)	7%	7	-0.4	-8	-7%	-0.5	-13%	3	2%
O=C(NCc1cccs1)C1CCC(CNS(=O)(=O)c2ccccc2)CC1 (centres undefined)	2%	21	-0.4	0	11%[57.1 µM]	1.1	4%	7	-3%
CC1(C)OC(=O)C2(Cc3ccccc3N3CCCCC32)C(=O)O1 (centres undefined)	1%	1	1.2	-2	-4%	-0.1	-2%&8%	0	5%
O=C(CN1C(=O)COc2ccccc21)NCCCN1CCCC1	-4%	·	0.9	-7	17%	·	116%[activator]	-3	1%
CC1(C)C[C@H]2C3=CCC4[C@@]5(C)CC[C@H](O)[C@](C)(CO)C5CC[C@@]4(C)[C@]3(C)CC[C@@]2(C)[C@H](O)[C@@H]1O (some centres undefined)	-4%	·	·	·	9%	·	2%	-1	-22%
CC(C(=O)Nc1ccc(N2CCOCC2)cc1)N1C(=O)c2ccccc2C1=O (centres undefined)	0%	-3	0.8	-2	10%	1.0	-6%	0	-12%
CC(=O)Nc1ccc(-c2nc3ccccc3o2)cc1	1%	-3	0.4	-4	29%	0.6	87%[activator]	0	-21%
CCOc1cc(/C=C/c2ccc3cccc([N+](=O)[O-])c3n2)cc(Cl)c1O	-1%	5	-0.7	25	-6%	1.4	-3%	-4	3%
Cc1ccc(C(=O)N/C(=C\c2ccco2)C(=O)NCCc2c[nH]c3ccccc23)cc1	2%	15	0.3	-11	15%[57.1 µM]	0.7	4%[57.1 µM]	-2	-2%
CC(C)Cn1c([N+](=O)[O-])nc2c1c(=O)[nH]c(=O)n2C	18%	7	0.2	2	-53%	0.0	2%[57.1 µM]	-10	-20%
O=C(Nc1ccccc1N1CCCCC1)c1ccccc1F	2%	9	-0.5	10	-8%[57.1 µM]	0.1	-2%[57.1 µM]	4	-16%
CCOC(=O)N1CCN(C(=O)CS(=O)Cc2nc(-c3cccc(C)c3)oc2C)CC1 (centres undefined)	-1%	-13	-0.3	-1	?	-0.2	1%[57.1 µM]	3	4%
CNc1nc(-c2cccs2)cc(C(F)(F)F)c1C#N	10%	-4	0.1	-1	63%[activator]	0.3	72%[activator]	-2	-16%
COc1ccc(Nc2nc3c(C)cccn3c(=O)c2C=NCc2ccccc2)cc1	13%	·	0.2	-2	-3%	·	-6%	-2	-19%
CC(O)(Cc1cccnc1)c1cccs1 (centres undefined)	-1%	·	·	·	8%[57.1 µM]	·	10%[57.1 µM]	8	0%
CCOC(=O)N1CCN(C(=O)C(=O)N/N=C/c2ccc(OC)cc2OC)CC1	6%	-24	0.0	-3	1%[57.1 µM]	-0.2	1%[57.1 µM]	3	-4%
CCn1c(/C=C/c2ccccc2Cl)nc2ccccc2c1=O	-1%	-7	0.1	2	-17%	-0.2	-17%	4	-19%
O=C(Nc1ccn(C2CC(OC(=O)c3ccccc3)C(CO)O2)c(=O)n1)c1ccccc1 (centres undefined)	1%	-3	-0.1	7	5%	-0.7	0%	-5	-13%
CCOc1ccc(S(=O)(=O)Nc2nc3ccccc3nc2N2CCN(C)CC2)cc1	5%	5	0.2	-3	-4%[57.1 µM]	0.0	10%[57.1 µM]	-9	1%

Next part (three carried over from the part before).
SMILES	mIDH1 inhibitor	D2 antagonist	TRHR agonist	TRHR enhancer	TrxR1 inh	D2 agonist	TrxR1 substrate	PI4K2A block	USP1-UAF1 inh
CCn1c(/C=C/c2ccccc2Cl)nc2ccccc2c1=O	-1%	-7	0.1	2	-17%	-0.2	-17%	4	-19%
O=C(Nc1ccn(C2CC(OC(=O)c3ccccc3)C(CO)O2)c(=O)n1)c1ccccc1 (centres undefined)	1%	-3	-0.1	7	5%	-0.7	0%	-5	-13%
CCOc1ccc(S(=O)(=O)Nc2nc3ccccc3nc2N2CCN(C)CC2)cc1	5%	5	0.2	-3	-4%[57.1 µM]	0.0	10%[57.1 µM]	-9	1%
CC(C)CC(=O)Nc1nc2ccc(S(C)(=O)=O)cc2s1	-4%	-2	-0.2	5	0%	-0.9	-2%	3	-3%
Cc1occc1-c1nnc(SCC(=O)NC2(C#N)CCCC2)n1C	0%	20	0.1	1	14%[57.1 µM]	-0.4	-3%[57.1 µM]	-3	-10%
CCCCn1cc(S(=O)(=O)c2ccc(OC)cc2)c(=O)c2cc(CC)ccc21	-15%	·	-1.3	-2	11%	-0.9	-2%	-1	-14%
O=C(/C=C/c1ccccc1)CC(O)(c1ccccc1)C(F)(F)C(F)F (centres undefined)	5%	-1	-0.1	6	-16%	0.1	4%	5	-21%
CCN(CC)CCCN(Cc1cc2cc3c(cc2[nH]c1=O)OCO3)C(=S)Nc1ccccc1OC	-3%	-7	1.4	8	-7%[57.1 µM]	-0.1	7%[57.1 µM]	-5	-8%
O=S(=O)(/N=C(/NNS(=O)(=O)c1ccccc1)c1ccccc1)c1ccccc1	-2%	-11	-1.5	-2	12%	-1.3	3%	2	-10%
CC(NC(=O)COC(=O)C1=NN(c2ccccc2)C(=O)CC1)c1ccccc1 (centres undefined)	3%	-7	-0.1	-6	-6%	0.3	-1%	4	-15%
COc1cccc(-c2sc3ccc(OC)cc3c2-c2ccc(OCCN3CCCC3)cc2)c1	-5%	·	·	·	-9%	·	0%	0	?
COc1ccccc1NS(=O)(=O)c1cccc(NC(=O)NCCCl)c1	3%	-5	0.9	20	-11%	-0.7	-3%	-7	-10%
CCSc1nnc(Nc2ccc(C)cc2)s1	20%	-17	7.2	14	11%[57.1 µM]	0.7	6%[57.1 µM]	-7	-11%
CCC(C)OC(=O)C1=C(C)NC(=O)NC1c1ccc(F)cc1 (centres undefined)	1%	1	-0.3	13	6%	-0.7	8%[57.1 µM]	1	0%
CC(C)(C)SCCNC(=O)c1ccc(NS(C)(=O)=O)cc1	0%	2	0.0	-1	-15%[2.29 µM]	0.0	5%[57.1 µM]	-1	3%
COc1ccc(N=Nc2cc(OC)c(N)cc2OC)cc1	-1%	·	·	·	-4%	·	-13%	-17	-11%
CNC(=O)[C@H]1O[C@@H](n2cnc3c(NCc4cccc(I)c4)nc(Cl)nc32)[C@H](O)[C@@H]1O	-1%	-7	-0.3	2	-7%	-0.4	-4%	4	-20%
COc1ccc(-c2oc3cc(O)c(OC)c(O)c3c(=O)c2OC)cc1	20%	18	-0.9	6	7%	-1.6	4%	0	-14%
